Screening data as filed in PubChem BioAssay.
KCNK3 inh: human KCNK3 channel inhibition, primary screen. O14649. CHO-KCNK3 thallium flux, FluxOR fluorescence; hits give low values. B-score at 10 µM. 340,000 tested, 0.84% active;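 active = B-score under library mean minus 4 SD, starting fluorescence ratio at most library mean plus 5 SD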;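 note: more negative B-score means stronger inhibition of thallium flux through KCNK3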
PolyA inhibitor: inhibitors of polyadenylation in S. cerevisiae; calls only at 12 µM; S. cerevisiae SKY197-pL101 polyadenylation reporter, beta-gal luminescence; efflux-impaired pdr1/pdr3 knockout yeast; score 100 = 6 SD above DMSO; 300,000 tested, 0.02% active; AID 1875;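 active = lowest replicate activity score at least 50, where 100 means six control SD above control mean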;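 note: yeast exposed to compound for 9 h at 30 °C; higher score means more reporter readthrough which indicates perturbed polyadenylation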
TRPC4 inh: inhibitors of mouse TRPC4 channel. Q9QUQ5. HEK293 TRPC4beta/mu-opioid, DAMGO-evoked Fluo4 calcium flux; hits give low values. B-score at 10 µM. 300,000 tested, 0.39% active;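 active = B-score over 3 SD under the library average, no early fluorescence shift, positive overall ratio signal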
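test system = HEK293 cells with stable TRPC4beta plus mu-opioid receptor expression | detection = Fluo4 Ca2+ flux fluorescence | read-out = integrated fluorescence ratio relative to baseline, converted to per-well B score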
Platelet DG rel: modulates dense granule release in human platelets | human platelet-rich plasma, SFLLRN dense granule ATP release, luminescence | inhibition, %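 (compounds screened at 7.5 µM in platelet-rich plasma)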 | 300,000 tested, 0.22% active | AID 1663;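 active = mean replicate score, as percent of positive control, at or above 50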
hERG protect: compounds protecting human hERG from proarrhythmic drug block; Q12809; CHO-hERG, FluxOR thallium flux, dofetilide IC70 present; activation (rescue from dofetilide block), less the hit threshold, % at 10 µM; 310,000 tested, 0.51% active;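 active = activation above the mean of controls blocked by dofetilide plus 5 SD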;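 note: thallium influx through hERG after potassium depolarization seen as dye fluorescence rise; in these data hits start at about 4.7%; inactives centre near -7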
Target sequence (Q12809 whole entry, looked up): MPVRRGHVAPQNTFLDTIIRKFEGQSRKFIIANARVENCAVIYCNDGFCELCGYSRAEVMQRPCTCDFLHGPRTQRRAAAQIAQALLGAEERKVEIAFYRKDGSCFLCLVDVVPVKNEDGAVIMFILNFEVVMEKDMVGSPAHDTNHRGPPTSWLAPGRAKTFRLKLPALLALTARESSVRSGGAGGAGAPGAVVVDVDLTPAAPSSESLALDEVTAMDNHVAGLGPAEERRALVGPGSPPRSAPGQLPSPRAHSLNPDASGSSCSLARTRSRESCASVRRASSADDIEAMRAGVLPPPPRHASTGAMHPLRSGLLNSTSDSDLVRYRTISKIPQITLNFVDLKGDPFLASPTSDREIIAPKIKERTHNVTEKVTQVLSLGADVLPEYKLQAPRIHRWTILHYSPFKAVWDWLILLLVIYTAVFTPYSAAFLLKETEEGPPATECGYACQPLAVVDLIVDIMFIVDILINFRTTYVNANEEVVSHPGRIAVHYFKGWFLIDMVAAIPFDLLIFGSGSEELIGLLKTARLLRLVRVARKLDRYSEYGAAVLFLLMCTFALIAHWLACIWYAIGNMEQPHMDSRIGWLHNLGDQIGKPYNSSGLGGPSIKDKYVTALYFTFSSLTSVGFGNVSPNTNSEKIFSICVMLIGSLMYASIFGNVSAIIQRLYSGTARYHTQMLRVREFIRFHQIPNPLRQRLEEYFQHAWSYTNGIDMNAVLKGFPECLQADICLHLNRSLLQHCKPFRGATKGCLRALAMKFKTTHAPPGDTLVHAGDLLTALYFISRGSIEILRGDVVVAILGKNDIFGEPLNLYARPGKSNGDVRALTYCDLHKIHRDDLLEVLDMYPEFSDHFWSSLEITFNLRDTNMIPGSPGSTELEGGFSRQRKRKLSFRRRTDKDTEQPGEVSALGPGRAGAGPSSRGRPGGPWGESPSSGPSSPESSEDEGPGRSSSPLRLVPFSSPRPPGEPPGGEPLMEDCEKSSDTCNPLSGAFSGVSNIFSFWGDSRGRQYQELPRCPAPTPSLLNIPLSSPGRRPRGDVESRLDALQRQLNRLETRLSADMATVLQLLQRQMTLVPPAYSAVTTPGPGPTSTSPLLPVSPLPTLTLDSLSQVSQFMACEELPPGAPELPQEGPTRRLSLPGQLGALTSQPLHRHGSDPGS
Dyrk1A ADPGlo: inhibitors of rat Dyrk1A kinase; ADP-Glo luminescence, NFATc1 peptide; Q63470; AID 504441; 310,000 tested, 0.43% active; inhibition, % at 12.5 µM; in the data active = inhibition above about 50%;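 note: plate controls were vehicle with enzyme for no effect and no enzyme for full effect; many of its hits are not listed in these tables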
KCNQ1 pot: human KCNQ1 channel potentiation or activation; 310,000 tested, 0.35% active; CHO-K1 KCNQ1, thallium flux FluxOR fluorescence; hits give high values; B-score at 10 µM; P51787;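 active = fluorescence ratio B-score, a plate-corrected score, at least three library SD, with initial intensity B-score within 5 SD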
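Material: CHO-K1 cells stably expressing KCNQ1. Medium: assay buffer for compound exposure, DMSO matched across wells. Reagent: K+/Tl+ depolarizing stimulus. Compound dosing: single-concentration screen. Times: 37 °C overnight plating, 90-min dark dye load, 20-min compound pretreatment. Technique: FluxOR Tl+ flux fluorescence.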
TRPC4 act: activators of mouse TRPC4 channel; Q9QUQ5; HEK293 TRPC4beta/mu-opioid, Fluo4 calcium fluorescence; hits give high values; B-score at 10 µM; 310,000 tested, 0.49% active;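 active = B-score above 5 SD of library B-scores, and initial fluorescence ratio not above library mean plus 5 SD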;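 note: positive B-score marks a calcium rise read as TRPC4 activation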
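system = HEK293 cells stably co-expressing mouse TRPC4beta and mu-opioid receptor | schedule = Fluo4 dye loading 45 min at room temperature, 110 s recording | measure = B-scored integrated calcium fluorescence ratio | signal = Fluo4 calcium-sensitive dye fluorescence, kinetic, 1 Hz baseline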
TRPC4 potent: TRPC4 (mouse) allosteric potentiation; HEK293 TRPC4beta/mu-opioid, DAMGO EC20, Fluo-4 Ca2+ flux; hits give high values; AID 2227; B-score at 10 µM; 310,000 tested, 0.42% active;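 active = B-score of calcium response area above 5 SD of library B-scores, with initial fluorescence ratio within 5 SD of library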;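 note: B-score of integrated fluorescence ratio over time as area under calcium response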
KCNQ1 block: human KCNQ1 channel inhibition; P51787; CHO-K1 KCNQ1, FluxOR thallium flux fluorescence; hits give high values; B-score at 10 µM; 310,000 tested, 1.3% active;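 active = compounds whose thallium flux B-score, printed positive for inhibition, exceeds three library SD while starting fluorescence stays within three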;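 note: channel opened by potassium depolarization with thallium stimulus after 20 min compound exposure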
KCNK9 block: human KCNK9 channel inhibition | Q9NPC2 | B-score at 10 µM | 310,000 tested, 1.2% active | AID 488922 | HEK293 KCNK9, FluxOR thallium flux fluorescence; hits give low values;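 active = ratio B-score over 3 SD below the library mean, with starting fluorescence within 5 SD of its mean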;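 note: negative B-score means less thallium flux so channel inhibition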
* marks the source's active call; other numbers are inactive results; i = inactive; . = not tested or not shown. Only part of the results is shown; count on the stated rates, not on these rows.

Below each SMILES: KCNK3 inh | PolyA inhibitor | TRPC4 inh | Platelet DG rel | hERG protect | Dyrk1A ADPGlo | KCNQ1 pot | TRPC4 act | TRPC4 potent | KCNQ1 block | KCNK9 block
- CCOCCn1c(CC)nc2ccccc21
    i | i | i | 4.1 | -16.9 | . | i | i | i | i | i
- CCn1c(SCC(=O)N2CCCC(C)C2)nnc1-c1ccco1 (stereo unspecified)
    i | i | i | 5.0 | -9.9 | 1.3 | i | i | i | i | i
- Cn1c(NCC(O)CO)nc2c1c(=O)n(Cc1ccc(Cl)c(Cl)c1)c(=O)n2C (stereo unspecified)
    i | i | i | 5.1 | -8.5 | -3.5 | i | i | i | i | i
- O=C(N/N=C\c1c(O)ccc2ccccc12)c1cncc(Br)c1
    i | i | i | 0.9 | -40.0 | -5.6 | i | i | i | i | i
- CCn1ncc(/C=N/O)c1C
    i | i | i | -9.6 | -3.5 | -1.1 | i | i | i | i | i
- CC(Sc1nnc(-c2ccc(O)cc2)o1)C(=O)Nc1cccc2ccccc12 (stereo unspecified)
    i | i | i | 6.5 | -20.3 | 0.0 | i | i | i | i | i
- Cc1cccc2cc(C#N)c(SCC(=O)NNC(=O)Cc3ccccc3)nc12
    i | i | i | 9.5 | -11.5 | 1.4 | i | i | i | i | i
- O=C(Cc1cccc2ccccc12)NCCOc1ccccc1F
    i | i | i | -2.2 | 4.3 | -0.9 | i | i | i | i | i
- Cc1ccc(CNC(=O)C2CCN(S(=O)(=O)c3cccc4nonc34)CC2)cc1
    i | i | i | -7.9 | -4.3 | -2.5 | i | i | i | i | i
- CC(C)CC(=O)CN1C(=O)C2(OCCO2)c2ccccc21
    i | i | i | -1.2 | -15.1 | 0.0 | i | i | i | i | i
- CNC(=O)c1[nH]cnc1C(=O)N[C@@H](Cc1ccccc1)C(=O)OC(C)(C)C
    i | i | i | 4.8 | -9.0 | -3.5 | i | i | i | i | i
- CC1=C(n2nnc3ccccc32)C(c2ccccc2)C(C#N)=C(N)O1 (stereo unspecified)
    i | i | i | -4.7 | -7.6 | 7.2 | i | i | i | i | i
- C/C(NC1CCCC1)=C(/C#N)C(N)=O
    i | i | i | -3.3 | -5.8 | -1.3 | i | i | i | i | i
- CCCCCCn1cc(C(=O)O)c(=O)c2cc(F)c(N3CCN(C(=O)OCC)CC3)cc21
    i | i | i | -2.5 | -3.3 | 1.1 | i | i | i | i | i
- CCn1c2ccccc2c2cc(/C=N/NC(=O)c3ccncc3)ccc21
    -10.6* | i | i | 2.6 | -14.7 | 9.1 | i | i | i | i | i
- O=c1ccc2cc([N+](=O)[O-])c(CCO)cc2o1
    i | i | i | -8.6 | -3.0 | 20.5 | i | i | i | i | i
- CCN1CCN(c2nc(Nc3cc(OC)ccc3OC)nc(Nc3cc(OC)ccc3OC)n2)CC1
    i | i | i | -8.8 | -16.6 | 1.8 | i | i | i | i | i
- OCCCN1CCN(CCOc2ccccc2-c2ccccc2)CC1
    i | i | i | -6.9 | -8.8 | -7.8 | i | i | i | i | i
- CCOC(=O)N1CCN(Cc2nc3cc(NC(C)=O)ccc3n2CC)CC1
    i | i | i | 1.6 | -7.3 | -4.7 | i | i | i | i | i
- Cn1c(-c2ccccc2)cnc1N
    i | i | i | 5.7 | -9.2 | -3.7 | i | i | i | i | i
- COc1ccc(N(C(=O)c2ccco2)S(=O)(=O)c2cccc([N+](=O)[O-])c2)cc1
    i | i | i | -9.1 | -5.5 | -3.3 | i | i | i | i | i
- Cn1cc(CN2CCC(C(=O)N3CCCC3)CC2)c(-c2ccccc2F)n1
    i | i | i | -13.8 | -13.2 | 0.5 | i | i | i | i | i
- Cc1cc(C)n2[nH]c(=O)c(N=Nc3cccc(C(F)(F)F)c3)c2n1
    i | i | i | 0.4 | -9.7 | -9.0 | i | i | i | i | i
- COc1ccccc1NC(=O)N(CCN(C)C)Cc1cc2cc(C)ccc2[nH]c1=O
    i | i | i | -0.9 | -2.8 | 1.8 | i | i | i | i | i
- CC1CC(C)CN(CC(=O)NC(c2ccccc2)c2ccccc2)C1 (stereo unspecified)
    i | i | i | 4.1 | -13.7 | 1.5 | i | i | i | i | i
- CCC(=O)Nc1ccc(C(=O)CN2CCC(C)CC2)cc1
    . | i | i | -9.3 | -14.0 | . | i | i | i | i | i
- CCCCCCn1c(CN2CCN(Cc3ccccc3)CC2)nc2c1c(=O)n(C)c(=O)n2C
    i | i | i | -3.6 | -16.1 | -1.9 | i | i | i | i | i
- Cc1nn(Cc2n[nH]c(=S)n2Cc2ccccc2)c(C)c1Cl
    i | i | i | 0.8 | -5.9 | -3.9 | i | i | i | i | i
- COc1ccccc1C(=O)NCC(=O)OCC(=O)Nc1cccc(S(=O)(=O)N2CCCCCC2)c1
    i | i | i | -1.1 | -25.0 | 5.0 | i | i | i | i | i
- COCCNC(=O)CC(=O)N/N=C/c1ccc(C(=O)OC)cc1
    i | i | i | -2.7 | -10.3 | -0.3 | i | i | i | i | i

Single entries from the entries so far:
`CC1CC(C)CN(CC(=O)NC(c2ccccc2)c2ccccc2)C1` (stereo unspecified) in Platelet DG rel is entered as 4.1
`CCCCCCn1c(CN2CCN(Cc3ccccc3)CC2)nc2c1c(=O)n(C)c(=O)n2C` in Dyrk1A ADPGlo is entered as -1.9

(further entries)
Below each SMILES: KCNK3 inh | PolyA inhibitor | TRPC4 inh | Platelet DG rel | hERG protect | Dyrk1A ADPGlo | KCNQ1 pot | TRPC4 act | TRPC4 potent | KCNQ1 block | KCNK9 block
- CCC(C)(C(=O)Nc1ccccc1C)N(C(=O)CNC(C)=O)c1ccc(C)cc1 (stereo unspecified)
    i | i | i | -7.5 | -5.3 | 1.1 | i | i | i | i | i
- CCOC(=O)N1CCN(C(c2ccc(F)cc2)c2sc3nc(C)nn3c2O)CC1 (stereo unspecified)
    i | i | i | 8.5 | -6.6 | -0.2 | i | i | i | i | i
- COc1ccc([N+](=O)[O-])cc1NS(=O)(=O)c1cccc(C(=O)O)c1
    i | i | i | -7.2 | -10.2 | 2.7 | i | i | i | i | i
- COc1ccc(/C=C(\C#N)C(=O)Nc2ccccn2)cc1
    i | i | i | -7.2 | -3.8 | -2.3 | i | i | i | i | i
- CC(=O)c1cccc(NC(=O)[C@@H](NC(N)=O)C(C)C)c1
    i | i | i | 13.0 | -14.7 | 2.4 | i | i | i | i | i
- C#CCCOC(=O)N1C2=NC(C(=O)OC)=C(C(=O)OC)[C@@H]3N(Cc4ccccc4)c4ccccc4[C@]23C[C@H]1C(=O)OC
    i | i | i | -0.1 | -6.0 | 3.4 | i | i | 10* | i | -9.5*
- O=C(Nc1nccs1)c1ccc(-c2ccccc2[N+](=O)[O-])o1
    i | i | i | 0.5 | -4.7 | 19.6 | i | i | i | i | i
- Cc1cccc(NC(=O)c2cc(S(=O)(=O)NCc3ccco3)ccc2F)c1C
    i | i | i | -1.6 | -10.2 | 3.8 | i | i | i | i | i
- Clc1ccc(Sc2oc(/C=N/n3cnnc3)cc2Br)cc1
    i | . | i | -5.2 | -9.3 | . | i | i | i | i | i
- COc1ccc2cc(C(=O)C3CCCN(C(=O)c4cnn(C(C)C)c4)C3)ccc2c1 (stereo unspecified)
    i | i | i | -3.0 | -9.4 | . | i | i | i | i | i
- CCOC(=O)c1c(C=O)c2sc(C)cc2n1C
    i | i | i | -1.1 | -7.9 | -1.0 | i | i | i | i | i
- COc1cc(OC)c2cc(C(=O)N/N=C/c3cccc(OC)c3O)[nH]c2c1
    i | i | i | -3.4 | -7.8 | 3.5 | i | i | i | i | i
- CC(=O)N1c2ccc(S(=O)(=O)N3CCCC(C(=O)NCc4ccccc4Cl)C3)cc2CC1C (stereo unspecified)
    i | i | i | -3.8 | -12.6 | -2.4 | i | i | i | i | i
- CCOC(=O)c1sc2ncnc(N3CCN(C)CC3)c2c1C
    i | i | i | -0.7 | -9.6 | 3.4 | i | i | i | i | i
- C=CCn1c2ccccc2c2nnc(SC(CC)C(=O)Nc3nc(C)c(C(=O)OCC)s3)nc21 (stereo unspecified)
    i | i | i | -6.2 | -10.2 | 1.8 | i | i | i | i | i
- CCOC(=O)c1sc(Nc2nc(C)cc(OC)n2)nc1C
    i | i | i | 3.6 | -4.2 | 2.7 | i | i | i | i | i
- O=C(COC(=O)Cc1ccsc1)NCC12CC3CC(CC(C3)C1)C2
    i | i | i | 1.7 | -14.0 | 1.4 | i | i | i | i | i
- CNC(=S)Nc1cc(OC)ccc1OC
    i | i | i | 1.3 | -3.6 | -4.1 | i | i | i | i | i
- CCOC(=O)Cc1cc(-c2ccc(OC)cc2)nc2ccc3ccccc3c12
    i | i | i | -5.6 | -14.6 | -10.4 | i | i | i | i | i
- C/C(=N\NC(=S)NC(C)C)c1ccc(Cl)c([N+](=O)[O-])c1
    i | i | i | 1.9 | -2.5 | -1.7 | i | i | i | i | i
- COc1ccc(C2CCCN2C(=S)Nc2ccc(C)c(C)c2)cc1OC (stereo unspecified)
    i | i | i | 0.9 | -11.4 | -1.9 | i | i | i | i | i
- Cc1nc(N2CCOCC2)nc(N2CCCCC2)c1[N+](=O)[O-]
    i | i | i | 6.7 | -7.2 | 0.8 | i | i | i | i | i
- O=C(c1ccc2c(=O)n(Cc3ccco3)c(=S)[nH]c2c1)N1CCN(Cc2ccccc2)CC1
    i | i | i | 13.4 | -16.1 | -8.5 | i | i | i | i | i
- COc1ccc(CNc2oc(COc3ccc(Cl)cc3)nc2C#N)cc1
    i | i | i | -0.6 | -10.3 | 1.5 | i | i | i | i | i
- CC(C)c1cc(C(=O)NNC(=S)NCc2ccco2)c(O)c(C(C)C)c1
    i | . | i | 1.5 | -18.4 | 1.2 | i | i | i | i | i
- CN(Cc1ccccc1F)c1ncnc2sccc12
    i | i | i | -4.5 | -10.0 | -1.6 | i | i | i | i | i
- COc1ccc(CCN(C(=O)c2snc(C(N)=O)c2N)C(C(=O)NCC2CCCO2)c2ccc(F)cc2)cc1OC (stereo unspecified)
    i | i | i | 3.7 | -9.8 | 4.5 | i | i | i | i | i
- Cc1noc(C(=O)NCc2ccco2)c1Cl
    i | i | i | -8.8 | -7.7 | -3.3 | i | i | i | i | i
